TbPYK inhibitor = T. brucei pyruvate kinase inhibition | Q57TT1 | TbPYK enzyme, Kinase-Glo Plus ATP luminescence, 45 min | Potency, µM (series often up to 76.8 µM), without a hit: top-dose activity, negative = inhibition, actives largely listed as inhibitors | 0.12% of 410,000 active | AID 624173; note: nearly all actives have a fitted effect of over 50% in size
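Enzyme and substrate buffer are dispensed first and compound is pin-transferred. ADP at 130 uM final then starts the reaction, which runs 45 min at room temperature. Detection reagent is added for 10 min before luminescence is imaged.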
HCV inhibitor = HCV inhibition; Huh7.5.1 HCVcc-Cre infection, luciferase reporter, 44 h; Potency, µM (series often up to 41.8 µM), inactives show at the top dose activity change, negative = inhibition, hits mostly inhibitors; 3.4% of 340,000 active; AID 651820
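HCVcc-Cre virus at an moi near 0.5 was added right after compound to cells cultured 4 h from seeding (1,000 cells/well). Luciferase activity was determined 44 h later, 15 min after substrate addition at RT.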
Active calls of the source: *; u = inconclusive; [ ] = another dose, or the depositor's remark. Calls come from the whole dose curve; as a rule, active = well fitted curve in the direction sought with a large enough effect; inconclusive = small, poorly fitted or top-dose-only effect, or another doubt; inactive = no such curve, though single readings can be large; an effect the other way counts as inactive or inconclusive. % is set by controls: 0 for no effect and ±100 for the full control effect; potency is the fitted concentration of half-maximal effect.

Under each structure – HCV inhibitor, TbPYK inhibitor
> COc1ccc(C(=O)NC(=O)COC(=O)C2CC2C)cc1 (stereo unspecified)
  12%, 10%
> CC(C)=NNc1ncnc2nc[nH]c12
  -27%, -6%
> N#CC(=C(O)COC(=O)Cc1c[nH]c2ccccc12)c1nc2ccccc2[nH]1
  -24%, 3%
> O=C(COC(=O)Cc1cccc(C(F)(F)F)c1)NC(=O)NC1CCCC1
  13%, 5%
> CCN(CC)c1ccc(C2NC(=O)c3ccccc3N2)cc1 (stereo unspecified)
  -19%, -3%
> COc1ccc(C=C(NC(=O)c2ccccc2)C(=O)O)cc1OC
  32%[activator], -1%
> O=C(c1ccccc1)C(O)(CN1CCCCC1)c1ccccc1 (stereo unspecified)
  -3%, -2%
> O=C(C[C@H]1C/C=C\C[C@H](Cc2ccc(F)cc2)C(=O)O[C@@H](c2ccccc2)CNC1=O)N[C@@H](CO)Cc1ccccc1
  20%, 3%
> COC(=O)c1ccccc1NC(=O)CC(NCc1ccccc1)C(=O)O (stereo unspecified)
  15%, -2%
> Nn1c(SCC(=O)Nc2ccc(N3CCOCC3)cc2)nnc1C1CC1
  10%, 2%
> CCOC(=O)C(Cc1ccc(O)cc1)Nc1nc2ccccc2o1 (stereo unspecified)
  31%[activator], 0%
> Cn1ncc2c(=S)nc(Cl)[nH]c21
  5%, u
> COc1ccc(S(=O)(=O)N2CCCCC2)cc1NC(=O)c1[nH]c(C)c(C(C)=O)c1C
  -9%, 2%
> O=S(=O)(c1ccccc1)N1CCN(Cc2c(O)ccc3ccccc23)CC1
  9%, 6%
> O=C(OCC(=O)N1CCN(C(=O)c2ccco2)CC1)c1c(Cl)cccc1Cl
  16%, -6%
> COc1cccc(Oc2ccc(S(=O)(=O)N3CCOCC3)cc2[N+](=O)[O-])c1
  -30%, -7%
> COc1ccc(-c2sc3cc(OC)c(OC)cc3c2C#CCO)cc1
  1µM*, -3%
> CCN(C[C@H]1N[C@@](C)(C(=O)OC)[C@H]2C(=O)N(C)C(=O)[C@@H]12)C(=O)COc1ccccc1
  -4%, 4%
> COc1ccc(-c2sc3ccccc3c2-c2ccc(OCCN(C)C)cc2)cc1
  u, -1%
> NC(=O)C1CCN(C(=O)CCC(=O)c2cccs2)CC1
  -5%, 2%

A second format for four compounds above.
CCOC(=O)C(Cc1ccc(O)cc1)Nc1nc2ccccc2o1 (stereo unspecified)
  HCV inhibitor: 31%[activator]
  TbPYK inhibitor: 0%
Cn1ncc2c(=S)nc(Cl)[nH]c21
  HCV inhibitor: 5%
  TbPYK inhibitor: u
COc1ccc(S(=O)(=O)N2CCCCC2)cc1NC(=O)c1[nH]c(C)c(C(C)=O)c1C
  HCV inhibitor: -9%
  TbPYK inhibitor: 2%
O=S(=O)(c1ccccc1)N1CCN(Cc2c(O)ccc3ccccc23)CC1
  HCV inhibitor: 9%
  TbPYK inhibitor: 6%

Next part
Under each structure – HCV inhibitor, TbPYK inhibitor
> C#CCOCCOCCOCCNc1nc(N2CCN(C(=O)C([C@@H](C)CC)n3cc(C(N)COC(=O)C(F)(F)F)nn3)CC2)nc(N2CCN(C(=O)C([C@@H](C)CC)n3cc(C(N)CC(C)C)nn3)CC2)n1 (stereo partly specified)
  7%, -6%
> C#CCOCCOCCOCCNc1nc(N2CCN(C(=O)C([C@@H](C)O)n3cc([C@@H](N)CCCCN)nn3)CC2)nc(N2CCN(C(=O)[C@H](CCCN=C(N)N)n3cc(C(N)[C@@H](C)CC)nn3)CC2)n1 (stereo partly specified)
  2%, -10%
> CCCCNC(=O)c1onc(CSc2ccccn2)c1C(=O)NCCCC
  -18%, -9%
> C=CCn1c(C)nnc1SCC(=O)Nc1ccc2c(c1)OCCO2
  -7%, -1%
> O=C1NC[C@H](Cc2ccccc2)N(C[C@H]2CCCN2C[C@H](Cc2ccccc2)N2C[C@H](Cc3ccc(O)cc3)N(CCc3ccccc3)C(=O)C2=O)C1=O
  4%, -3%
> CCCOc1ccc(/C(O)=C2/C(=O)C(=O)N(CCN(C)C)C2c2ccncc2)cc1 (stereo unspecified)
  13%, -1%
> CC(=O)N(c1cc(C)ccc1C)c1ccccc1[N+](=O)[O-]
  0%, -5%
> O=C(Cn1cnc2c(NCc3ccccc3)ncnc21)NCC1CCCO1 (stereo unspecified)
  37%[activator], -3%
> Cc1ccccc1NC(=NCCCN1CC1)Nc1ccccc1C
  u, 11%
> CC(C)n1cc2c(N)ncnc2n1
  5%, 7%
> CC(C)(C)C(=O)Nc1cccc(-c2ccc[nH]2)n1
  -21%, -5%
> COc1ccc(OC)c2cc3ccccc3cc12
  u, -2%
> O=C(C=Cc1ccccc1)Nc1ccccc1
  -19%, -16%
> O=C(COC(=O)c1cc(Cl)nc(Cl)c1)NCCc1ccc(F)cc1
  10%, -2%
> O=C(C=Cc1ccco1)c1ccco1
  16%, -13%
> COc1ccc(/C=C/C(=O)OCC(=O)NC2CCCCCC2)cc1OC
  -11%, -3%
> COc1ccc(NC(=O)CSc2ccc3c(c2)OCCO3)cc1
  -16%, 0%
> COc1ccc(CC(=O)OCC(=O)NCc2ccc(F)cc2)cc1
  17%, 0%
> Cc1cccc(N2CCC3(CC2)C(=O)NC(=O)NC3=O)c1
  23%, -11%
> O=C(CCNS(=O)(=O)c1ccccc1F)OCc1ccccc1Cl
  9%, 4%
> O=C(NCCCCNCCCNC(=O)c1ccccc1)c1ccccc1
  5%, -5%
> COC(=O)C1=C(c2ccccc2)C[C@@H]2CC[C@H]1N2C(=O)NCC1CC1
  0%, 1%
> CCC(C(=O)NC1CCCC1)N(C(=O)Cn1nnc(-c2ccc(C)cc2)n1)C1CCCC1 (stereo unspecified)
  -13%, 3%
> COc1ccc(N=Cc2ccc(N(CCC#N)CCC#N)cc2)cc1
  16%, 1%
> COC(=O)c1c(NC(=O)CSc2ncnc3ccccc23)sc(C)c1C
  18µM*, 1%
> C[C@H]1CN([C@@H](C)CO)C(=O)Cc2cc(NC(=O)Nc3ccccc3)ccc2O[C@H]1CN(C)Cc1ccccc1
  u, -7%
> NS(=O)(=O)c1cnccc1NCCc1ccccc1
  9%, 0%
> Cc1cc(NC(=O)Cn2cnc3sc(C)c(C)c3c2=O)no1
  8%, -1%
> COc1ccc(-c2csc(NCCc3nc4cc(Cl)c(Cl)cc4n3CCCO)n2)cc1
  u, -7%
> COc1ccc2sc(-c3ccc(S(C)(=O)=O)cc3)c(C#CCO)c2c1
  u, -4%
> CN1CCN(S(=O)(=O)c2ccccc2)C(c2ccccc2)C1 (stereo unspecified)
  -16%, 0%
> COc1cc2c(C(F)(F)F)c(-c3ccc(C#N)cc3)oc(=O)c2cc1OC
  -1%, 3%
> Cc1ccc2c(c1)[C@@H]1[C@H](CO2)[C@H](c2ccccc2)[C@@]2(C)C(=O)N[C@H](C)C(=O)N12
  4%, -1%
> COc1ccc(C)cc1NC(=O)CN1CCCC1c1ccc2c(c1)OCCCO2 (stereo unspecified)
  u, -1%
> O=C(COC(=O)c1ccc(Br)cc1)NCC1CCCO1 (stereo unspecified)
  13%, -12%
> COC(=O)C1=CO[C@@H](O[C@@H]2OC(CO)[C@@H](O)[C@@H](O)[C@@H]2O)C2C1CC[C@]2(C)O (stereo partly specified)
  -7%, 3%
> CCCCCCCCN1[C@@H](CC(=O)O)c2cc(F)ccc2S1(=O)=O
  12%, 1%
> COc1ccc(NC(=O)c2ccc3c(c2)C(=O)N(Cc2ccncc2)C3=O)cc1S(N)(=O)=O
  u, -1%
> COC(=O)c1ccc(NC(=O)C2CC3CCC2C3)cc1 (stereo unspecified)
  -9%, -6%
> Cc1sc2ncnc(N3CCC(C(=O)Nc4ccc(OC(F)F)c(Cl)c4)CC3)c2c1C
  20µM*, -1%
> O=S(=O)(NC1=NCCCCC1)c1ccc(F)cc1F
  -2%, -4%
> COc1ccc2c(-c3ccc(OCCN4CCOCC4)cc3)c(-c3ccccc3OC)sc2c1
  u, -5%
> O=C(N1CCCCCC1)N1CCN(S(=O)(=O)c2cccc([N+](=O)[O-])c2)CC1
  -16%, -4%
> O=S(=O)(Nc1ccc(-c2ccc(NS(=O)(=O)c3ccccc3)cc2)cc1)c1ccccc1
  3.2µM*, 6%
> C=C1C(O)[C@@H]2O[C@]3(CC[C@H](/C=C/C(C)[C@@H]4CC(C)=CC5(O[C@H](C[C@@](C)(O)CO)CCC5O)O4)O3)CC[C@H]2O[C@@H]1C(O)CC(C)[C@H]1OC2(CCCCO2)CCC1C (stereo partly specified)
  1.4µM*, 3%
> Cc1nn(-c2ccc(F)cc2)c(Cl)c1/C=C(/CCC(=O)O)c1nc2ccccc2s1
  22%, -1%
> CC1(c2nnc(Cc3ccccc3)o2)CC(c2c(Cl)cccc2Cl)=NO1 (stereo unspecified)
  -16%, 0%
> COC(=O)c1c(NC2=NS(=O)(=O)c3ccccc32)sc2c1CCC(C(C)(C)C)C2 (stereo unspecified)
  -18%, -2%
> C=CCN1C(=O)c2ccc(C(=O)NCCc3ccc(F)cc3)cc2C1=O
  22%, -9%
> CC[C@]12c3[nH]c4cc(CCC(=O)N(C)C)ccc4c3CCN1C(=O)[C@@H](CC(=O)NC/C=C(\C)CCC=C(C)C)C[C@@H]2C(=O)N1CCN(C(=O)c2ccco2)CC1
  u, 1%

Molecules from the list above that contain a furan ring, fused or not (three):
Under each structure – HCV inhibitor, TbPYK inhibitor
> O=C(OCC(=O)N1CCN(C(=O)c2ccco2)CC1)c1c(Cl)cccc1Cl
  16%, -6%
> O=C(C=Cc1ccco1)c1ccco1
  16%, -13%
> CC[C@]12c3[nH]c4cc(CCC(=O)N(C)C)ccc4c3CCN1C(=O)[C@@H](CC(=O)NC/C=C(\C)CCC=C(C)C)C[C@@H]2C(=O)N1CCN(C(=O)c2ccco2)CC1
  u, 1%

The list goes on.
Under each structure – HCV inhibitor, TbPYK inhibitor
> CC1(C)COC(c2cccc([N+](=O)[O-])c2)OC1
  8%, 0%
> CCOc1ccc(NC(=O)CCC(=O)NNC(=O)c2cccc([N+](=O)[O-])c2)cc1
  -6%, -3%
> COc1ccc(C(=O)Nc2ccc3[nH]ccc3c2)cc1
  u, -9%
> O=[N+]([O-])c1ccc2c(c1)CCN2
  8%, -2%
> COCCn1cnnc1SCC(=O)Nc1cc(C)on1
  16%, 1%
> C=CC[C@@H](CC(=O)N[C@H](CO)Cc1ccccc1)C(=O)N[C@@H](COC(=O)[C@@H](CC=C)Cc1ccc(F)cc1)Cc1c[nH]c2ccccc12
  u, 6%
> O=C1N=C2N(CCN3CCCCC3)c3ccccc3N2/C1=C\c1ccc([N+](=O)[O-])s1
  12%, 2%
> O=C(Nc1ccccc1Cl)c1ccc(C(=O)Nc2ccccc2Cl)cc1
  9%, 1%
> C=C(CN(C)C)C(=O)c1ccc(OC2OC(COC(C)=O)C(OC(C)=O)C(OC(C)=O)C2OC(C)=O)cc1 (stereo unspecified)
  u, -12%
> O=C1C(=NO)C(c2ccccc2)Oc2ccccc21 (stereo unspecified)
  -20%, 5%
> COc1ccc(S(=O)(=O)N2CCN(CC(=O)Nc3c(C)n[nH]c3C)CC2)cc1OC
  1%, -1%
> C=CCN(c1ccccc1OC)S(=O)(=O)c1cccc(C(=O)NCc2ccco2)c1
  -11%, 6%
> COc1ccc(C(=O)N(c2ccccc2)c2nccc3ccccc23)cc1OC
  1.8µM*, -3%
> COc1cccc(CC(=O)NNC(=O)CN(C)S(=O)(=O)c2ccc(C)cc2)c1
  7%, 0%
> c1ccc(Cc2nnc3sc(-c4ccc5c(c4)OCO5)nn23)cc1
  2%, -20%
> CN(C(=O)CSc1nnc(-c2cccs2)n1N)c1ccccc1
  8%, -1%
> CCCCNc1c(-c2ccc(OC)c(SC3CCCCC3)c2)nc2ccc(C)cn12
  u, 4%
> CCCN=C1N(C)C[C@@H]2[C@@H]3C(=O)N(C)C(=O)[C@@H]3[C@](C)(C(=O)OC)N12
  u, 3%
> C[C@H]1COC(=O)[C@@H](Cc2ccc(F)cc2)C/C=C\C[C@H](CC(=O)N(CCO)Cc2ccccc2)C(=O)N1
  -4%, -12%
> O=C(/C=C/c1ccccc1)CCN1CCOCC1
  u, 4%
> CCOC(=O)C1=NNC(C(=O)OCC)C1c1ccccc1 (stereo unspecified)
  19%, 3%
> NC(=O)C1=C[C@@H](c2ccc3c(c2)OCO3)C[C@@H](OCCCCO)O1
  3%, -1%
> COc1ccc(C(O)C(C)NC(C)C(O)c2ccc(OC)cc2)cc1 (stereo unspecified)
  0%, 2%
> COc1ccc(-c2csc(NC(=O)[C@H](C)N3C(=O)C4CC=CCC4C3=O)n2)cc1OC (stereo partly specified)
  u, -3%
> C[C@]12C=CC(=O)C=C1CC[C@@H]1[C@@H]2CC[C@]2(C)C(=O)CC[C@@H]12
  -18%, -3%

An excerpt; rates above refer to the full screens.
